CHT PAM = CHT positive allosteric modulators, primary screen, cell-based, membrane potential dye, choline EC20; High affinity choline transporter 1 (Homo sapiens), Q9GZV3; CHT-expressing cells; hits give high values; LV-AA mutant CHT in HEK293 cells; B-score at 10 µM; 0.49% of 310,000 active; AID 488977, 2010;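 active means initial fluorescence not abnormally high and integrated response B-score, plate-corrected, over 3 SD above library mean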
Target sequence (Q9GZV3 whole entry, looked up): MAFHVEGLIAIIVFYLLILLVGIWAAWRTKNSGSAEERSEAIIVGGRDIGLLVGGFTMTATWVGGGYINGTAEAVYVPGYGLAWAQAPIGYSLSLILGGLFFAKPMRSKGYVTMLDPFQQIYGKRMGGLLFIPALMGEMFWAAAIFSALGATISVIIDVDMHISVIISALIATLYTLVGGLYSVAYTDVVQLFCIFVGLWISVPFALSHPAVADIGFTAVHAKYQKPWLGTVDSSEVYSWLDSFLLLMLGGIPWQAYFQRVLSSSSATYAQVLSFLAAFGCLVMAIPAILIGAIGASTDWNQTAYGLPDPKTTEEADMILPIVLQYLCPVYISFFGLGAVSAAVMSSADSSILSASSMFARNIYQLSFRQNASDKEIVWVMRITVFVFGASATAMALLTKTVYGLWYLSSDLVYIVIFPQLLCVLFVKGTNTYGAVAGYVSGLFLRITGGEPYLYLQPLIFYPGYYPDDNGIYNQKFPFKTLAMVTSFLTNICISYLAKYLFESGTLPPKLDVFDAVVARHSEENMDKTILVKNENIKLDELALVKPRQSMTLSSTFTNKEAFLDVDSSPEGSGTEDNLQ
CHT inh = inhibitors of human choline transporter CHT. High affinity choline transporter 1 (Homo sapiens), Q9GZV3. CHT-expressing cells, membrane potential dye, choline response; hits give low values. B-score at 10 µM. 0.86% of 310,000 active. AID 488975, 2010;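 active means B-score over 3 SD under the library average, and starting fluorescence ratio not unusually high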;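 further: choline stimulus applied at its EC90 after an EC20 pre-addition; B-score computed on integrated fluorescence ratio after choline addition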
* hit, by the source's call.

What do the screens show for `Cc1ncc([N+](=O)[O-])n1Cc1ccc(Cl)cc1`?
CHT PAM: inactive; CHT inh: inactive

How did CCCCOC(=O)c1ccc(NC(=O)COC(=O)CN2C(=O)NC3(CCCC3)C2=O)cc1 do in these assays?
CHT PAM: inactive; CHT inh: inactive

Results for COc1ccc(/C=C/c2nc3sc4c(c3c(=O)o2)CCC4)cc1 ?
CHT PAM: inactive; CHT inh: inactive

How did COc1cc(OC)c(NC(=O)CCc2nc(-c3ccc(C)cc3)no2)cc1Cl do in these assays?
CHT PAM: inactive; CHT inh: inactive

What do the screens show for `COc1ccc(S(=O)(=O)Nc2cccnc2)c(Cl)c1Cl`?
CHT PAM: inactive; CHT inh: inactive

How did O=C(O)c1cccc(-c2ccc(/C=c3/sc4nc5ccccc5n4c3=O)o2)c1 do in these assays?
CHT PAM: inactive; CHT inh: inactive

Results for COCCN(Cc1nc(C(c2ccccc2)c2ccccc2)no1)C(C)C ?
CHT PAM: inactive; CHT inh: inactive

Results for COc1ccccc1NC(=O)/C=C/c1cc([N+](=O)[O-])ccc1OC(F)F ?
CHT PAM: inactive; CHT inh: inactive

Results for CSCCC(NS(=O)(=O)c1c(Cl)cccc1Cl)C(=O)O (stereo unspecified) ?
CHT PAM: inactive; CHT inh: inactive

How did COc1cc(/C=N/NC(=O)CSc2cc(C)c(Br)cc2C)ccc1O do in these assays?
CHT PAM: inactive; CHT inh: inactive

What do the screens show for `COc1ccc(CCNC(=O)Nc2ccc(F)cc2F)cc1OC`?
CHT PAM: inactive; CHT inh: inactive

Results for COc1ccc(C2=NOC(C(=O)N3CCN(c4ccccc4OC)CC3)C2)cc1 (stereo unspecified) ?
CHT PAM: inactive; CHT inh: inactive

Results for Cc1ccc(-c2csc3ncnc(Oc4cccc5ccc(C)nc45)c23)cc1 ?
CHT PAM: inactive; CHT inh: inactive

Results for CCCn1c(SCc2ccon2)nc2ccccc2c1=O ?
CHT PAM: inactive; CHT inh: inactive

Results for Cc1cc2nc(C)n(CCCN)c2cc1C ?
CHT PAM: 8.4*; CHT inh: inactive

How did NS(=O)(=O)c1ccc(CNC(=O)c2ccccc2SCC(=O)N2CCCC2)cc1 do in these assays?
CHT PAM: inactive; CHT inh: inactive

What do the screens show for `COCCNC(=O)c1ccc2c(c1)C(=O)c1ccccc1-2`?
CHT PAM: inactive; CHT inh: inactive

Results for COC(C[C@@H]1O[C@H]1C(=O)[C@@H](C)OCc1ccccc1)OC ?
CHT PAM: inactive; CHT inh: inactive

Results for Cc1ccc(-c2[nH]c3ccccc3c2C(C[N+](=O)[O-])c2ccco2)cc1 (stereo unspecified) ?
CHT PAM: inactive; CHT inh: inactive

How did COc1ccc(C(=O)N=c2nc3ccccn3s2)cc1 do in these assays?
CHT PAM: inactive; CHT inh: inactive

The closing four entries of the section before come first, to join the parts.
What do the screens show for `COCCNC(=O)c1ccc2c(c1)C(=O)c1ccccc1-2`?
CHT PAM: inactive; CHT inh: inactive

Results for COC(C[C@@H]1O[C@H]1C(=O)[C@@H](C)OCc1ccccc1)OC ?
CHT PAM: inactive; CHT inh: inactive

Results for Cc1ccc(-c2[nH]c3ccccc3c2C(C[N+](=O)[O-])c2ccco2)cc1 (stereo unspecified) ?
CHT PAM: inactive; CHT inh: inactive

How did COc1ccc(C(=O)N=c2nc3ccccn3s2)cc1 do in these assays?
CHT PAM: inactive; CHT inh: inactive

Results for O=C(NC(=S)Nc1ccc(Oc2ccc(Cl)cc2)cc1)c1ccccc1 ?
CHT PAM: inactive; CHT inh: inactive

What do the screens show for `CCN(CC)C(=O)Cn1cc(C(=O)C(=O)N(CC)C2CCCCC2)c2ccccc21`?
CHT PAM: inactive; CHT inh: inactive

How did CCOC(=O)Cc1nn(CCc2ccccn2)c(=O)c2ccccc12 do in these assays?
CHT PAM: inactive; CHT inh: inactive

How did CCN1CCN(Cc2ccc(NC(=O)Nc3ccccc3Cl)cc2)CC1 do in these assays?
CHT PAM: inactive; CHT inh: inactive

Results for Cc1[nH][nH]c(=O)c1C(c1ccc(-c2cccc(Cl)c2)o1)c1c(C)[nH][nH]c1=O ?
CHT PAM: inactive; CHT inh: inactive

What do the screens show for `CCN(CC(=O)NC1CCS(=O)(=O)C1)S(=O)(=O)c1ccccc1Cl` (stereo unspecified)?
CHT PAM: inactive; CHT inh: inactive

How did COC(=O)c1cc(OC)c(OC)cc1NCC(=O)Nc1ccc(C)cc1 do in these assays?
CHT PAM: inactive; CHT inh: inactive

Results for O=C(Nc1cccc2ccccc12)c1cccc(F)c1 ?
CHT PAM: inactive; CHT inh: inactive

What do the screens show for `COc1ccc(-n2c(C)n[nH]c2=O)cc1`?
CHT PAM: inactive; CHT inh: inactive

What do the screens show for `CCC1(c2ccc(F)cc2)NC(=O)N(CC(=O)c2ccc[nH]2)C1=O` (stereo unspecified)?
CHT PAM: inactive; CHT inh: inactive

How did Cc1ccc(C(=O)Nc2ccc(S(=O)(=O)N3CCc4ccccc43)cc2)o1 do in these assays?
CHT PAM: inactive; CHT inh: inactive

Results for CC(C1CC1)N(Cc1ccccc1)C(=S)Nc1ccccc1Cl (stereo unspecified) ?
CHT PAM: inactive; CHT inh: inactive

What do the screens show for `COc1ccc(NC2c3ccccc3C(=O)N2c2ccccn2)cc1Cl` (stereo unspecified)?
CHT PAM: inactive; CHT inh: inactive

How did COC(=O)c1ccc(COc2ccc(C(C)(C)C)cc2)o1 do in these assays?
CHT PAM: inactive; CHT inh: inactive

How did COc1ccc(/C=C/C2=NN(C)C(=O)CC2)cc1 do in these assays?
CHT PAM: inactive; CHT inh: inactive

What do the screens show for `COC(=O)C1C2C=CC3(CN(Cc4ccco4)C(=O)C13)O2` (stereo unspecified)?
CHT PAM: inactive; CHT inh: inactive

What do the screens show for `O=C(Nc1ccc(C(=O)N2CCCCC2)cc1)c1cccc([N+](=O)[O-])c1`?
CHT PAM: inactive; CHT inh: inactive

What do the screens show for `CCC(=O)Nc1ccc(NC(=S)NC(=O)/C=C/c2ccccc2)cc1`?
CHT PAM: inactive; CHT inh: inactive

Results for O=C1C2C(c3ccccc3)C=CC(c3ccccc3)C2C(=O)N1CCCO (stereo unspecified) ?
CHT PAM: inactive; CHT inh: inactive

Results for C=CCn1c(CCNC(=O)c2cccs2)nnc1SCC(=O)c1ccc(Br)cc1 ?
CHT PAM: inactive; CHT inh: inactive

Some of these compounds in order of SMILES length, largest number first:
Results for Cc1[nH][nH]c(=O)c1C(c1ccc(-c2cccc(Cl)c2)o1)c1c(C)[nH][nH]c1=O ?
CHT PAM: inactive; CHT inh: inactive

What do the screens show for `O=C(Nc1ccc(C(=O)N2CCCCC2)cc1)c1cccc([N+](=O)[O-])c1`?
CHT PAM: inactive; CHT inh: inactive

What do the screens show for `CCC1(c2ccc(F)cc2)NC(=O)N(CC(=O)c2ccc[nH]2)C1=O` (stereo unspecified)?
CHT PAM: inactive; CHT inh: inactive

What do the screens show for `COc1ccc(NC2c3ccccc3C(=O)N2c2ccccn2)cc1Cl` (stereo unspecified)?
CHT PAM: inactive; CHT inh: inactive

How did COc1ccc(/C=C/C2=NN(C)C(=O)CC2)cc1 do in these assays?
CHT PAM: inactive; CHT inh: inactive

(continued)
How did COc1ccccc1C(=O)Nc1nnc(C)s1 do in these assays?
CHT PAM: inactive; CHT inh: inactive

Results for Cc1nc(=O)c(-c2ccccc2)c(C)n1CCO ?
CHT PAM: inactive; CHT inh: inactive

What do the screens show for `COc1ccc(CCN(C)C(=O)CSc2nnnn2C)cc1OC`?
CHT PAM: inactive; CHT inh: inactive

What do the screens show for `C#CCN(C(=O)c1cc(COc2ccc(C)c(C)c2)on1)C1CCCCC1`?
CHT PAM: inactive; CHT inh: inactive

What do the screens show for `Cc1ccc(Oc2ncccc2C(=O)NC2CCSC2=O)cc1` (stereo unspecified)?
CHT PAM: inactive; CHT inh: inactive

Results for COc1ccc(CNc2nc(NCc3ccc(OC)cc3)n(C(C)=O)n2)cc1 ?
CHT PAM: inactive; CHT inh: inactive

How did CCOCCc1nnc(NC(=O)CSc2ccccc2)s1 do in these assays?
CHT PAM: inactive; CHT inh: inactive

How did COc1ccc(C2CC(=O)C(C=NCCO)=C(O)C2)cc1OC (stereo unspecified) do in these assays?
CHT PAM: inactive; CHT inh: inactive

What do the screens show for `COc1ccc(CC(=O)NCC(C)(C)N2CCOCC2)cc1`?
CHT PAM: inactive; CHT inh: inactive

Results for Cc1ccc(C(C)C)cc1OCC(=O)NNC(=O)Nc1ccccc1 ?
CHT PAM: inactive; CHT inh: inactive

How did CCOc1cc(C2C(C(=O)c3ccco3)=C(O)C(=O)N2CCc2ccccc2)ccc1O (stereo unspecified) do in these assays?
CHT PAM: inactive; CHT inh: inactive

What do the screens show for `Fc1ccc2c(Cl)c(-c3nnc(-c4cccs4)o3)sc2c1`?
CHT PAM: inactive; CHT inh: inactive

How did O=C(NC(=S)NCC1CCCO1)c1ccco1 (stereo unspecified) do in these assays?
CHT PAM: inactive; CHT inh: inactive

How did COc1ccc(CC2(CO)CCN(Cc3nc(C(C)C)cs3)CC2)cc1 do in these assays?
CHT PAM: inactive; CHT inh: inactive

Results for S=C1NCCOCCOCCOCCOCCNC(=S)N2CCOCCOCCN1CCOCC2 ?
CHT PAM: inactive; CHT inh: inactive

What do the screens show for `CCOC(=O)c1ccc2c(c1)nc(-c1ccc(F)cc1)c1nccn12`?
CHT PAM: inactive; CHT inh: inactive

What do the screens show for `O=C1N=C(N2CCCCC2)S/C1=C\c1cn[nH]c1-c1ccccc1`?
CHT PAM: inactive; CHT inh: inactive

Results for Cc1cc(C)c(C#N)c(SCCS(=O)(=O)c2ccc(C(C)(C)C)cc2)n1 ?
CHT PAM: inactive; CHT inh: inactive

Results for Cc1ccc(S(=O)(=O)CCN2CCN(c3ccccc3)CC2)cc1 ?
CHT PAM: inactive; CHT inh: inactive

Results for Cn1c(CNC(=O)c2ccco2)nnc1SCC(=O)Nc1ccc(Br)cc1F ?
CHT PAM: inactive; CHT inh: inactive

Entries listed so far containing a tert-butyl group:
How did COC(=O)c1ccc(COc2ccc(C(C)(C)C)cc2)o1 do in these assays?
CHT PAM: inactive; CHT inh: inactive

Results for Cc1cc(C)c(C#N)c(SCCS(=O)(=O)c2ccc(C(C)(C)C)cc2)n1 ?
CHT PAM: inactive; CHT inh: inactive

(listing goes on)
What do the screens show for `CCC(=O)NC1OC(CO)C(O)C(O)C1O` (stereo unspecified)?
CHT PAM: inactive; CHT inh: inactive

How did CC(=O)c1ccc(NC(=O)C2CCCN(S(=O)(=O)c3cccc4nonc34)C2)cc1 (stereo unspecified) do in these assays?
CHT PAM: inactive; CHT inh: inactive

What do the screens show for `CC(C)NC(=O)c1ccc2c(c1)N(CC(=O)N1CCOCC1)C(=O)C(C)(C)O2`?
CHT PAM: inactive; CHT inh: inactive

How did Cn1nc(C(=O)Nc2cccc(S(N)(=O)=O)c2)c2ccccc2c1=O do in these assays?
CHT PAM: inactive; CHT inh: inactive

Results for COC(=O)c1cc(C)sc1NC(=O)C1CC(=O)NN1Cc1ccccc1 (stereo unspecified) ?
CHT PAM: inactive; CHT inh: inactive

Results for CCOC(=O)C1=C(COC(=O)/C=C/c2cc(Br)ccc2F)NC(=O)NC1C (stereo unspecified) ?
CHT PAM: inactive; CHT inh: inactive

How did COc1ccccc1C1NC(=O)NC(C)=C1C(=O)OC1CCC(C)CC1 (stereo unspecified) do in these assays?
CHT PAM: inactive; CHT inh: inactive

How did Cc1ccc(S(=O)(=O)Nc2ccc(N(C)C)cc2)cc1 do in these assays?
CHT PAM: inactive; CHT inh: inactive

How did Cc1ccc(Cl)cc1N1CCN(C(=O)Cn2ncn3cccc3c2=O)CC1 do in these assays?
CHT PAM: inactive; CHT inh: inactive

What do the screens show for `CSc1oc(-c2ccco2)nc1S(=O)(=O)c1ccccc1`?
CHT PAM: inactive; CHT inh: inactive

What do the screens show for `Cc1ccc(S(=O)(=O)NNC(=S)NCC2CCCO2)cc1` (stereo unspecified)?
CHT PAM: inactive; CHT inh: inactive

Results for COc1cc(NC(=O)C2CC(c3ccccc3O)=NO2)c(OC)cc1Cl (stereo unspecified) ?
CHT PAM: inactive; CHT inh: inactive

What do the screens show for `CCn1cc(C(=O)NCCCN2CCCC(C)C2)c(=O)c2cc(S(=O)(=O)N3CCc4ccccc4C3)ccc21` (stereo unspecified)?
CHT PAM: inactive; CHT inh: -16*

What do the screens show for `COC(=O)CSc1nnc(CNC(=O)Cc2ccccc2)n1-c1ccccc1OC`?
CHT PAM: inactive; CHT inh: inactive

Results for O=C(NNC1CC(=O)N(c2ccccc2)C1=O)c1ccc(COc2ccccc2Cl)o1 (stereo unspecified) ?
CHT PAM: inactive; CHT inh: inactive

Results for Clc1ccc(-c2cc(COc3ccccc3)no2)cc1Cl ?
CHT PAM: inactive; CHT inh: inactive

How did Cc1ccc(S(=O)(=O)CC(=O)Nc2cc(C)on2)cc1 do in these assays?
CHT PAM: inactive; CHT inh: inactive

Results for O=C(CSC1CN(C(c2ccccc2)c2ccccc2)C1)N/N=C/c1ccc(Cl)cc1Cl ?
CHT PAM: inactive; CHT inh: inactive

What do the screens show for `O=S(=O)(c1ccc(F)c(F)c1)N1CCN(c2ncccn2)CC1`?
CHT PAM: inactive; CHT inh: inactive

What do the screens show for `CC1Sc2ccc(S(=O)(=O)CCC(=O)NCc3ccc(Cl)cc3)cc2NC1=O` (stereo unspecified)?
CHT PAM: inactive; CHT inh: inactive

Results for COc1ccc(C2c3ccc(O)cc3Oc3ncn4nc(-c5ccccn5)nc4c32)cc1 (stereo unspecified) ?
CHT PAM: inactive; CHT inh: inactive

What do the screens show for `COc1cc(C(=O)OCC(=O)NCC2CCCCC2)ccc1OCC(C)C`?
CHT PAM: inactive; CHT inh: inactive

What do the screens show for `Cc1ccc(C(=O)c2cc(C)sc2NC(=O)CN2CCN(C(=O)c3ccco3)CC2)cc1`?
CHT PAM: inactive; CHT inh: inactive

Screens: PubChem BioAssay, Johns Hopkins Ion Channel Center
